# tim23-1 inh: inhibits growth of tim23-1 mutant yeast; S. cerevisiae tim23-1 growth, BacTiter-Glo luminescence, 24 h; inhibition, % at 20 µM; 330,000 tested, 1.3% active;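 active = growth inhibition of the mutant yeast at or above 50%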;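 also: temperature-sensitive mutant grown at 25 °C; plate controls were DMSO-treated mutant yeast for no effect and medium wells lacking yeast for full effect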
# TIM10 inh: growth inhibitors of TIM10 yeast strain; AID 463195; 330,000 tested, 1.4% active; S. cerevisiae TIM10 strain growth, BacTiter-Glo luminescence, 24 h; inhibition, % at 10 µM;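 active = inhibition of 40% or more at the single tested concentration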;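 also: wild-type TIM10 isogenic control strain grown at permissive 25 °C; 0% = DMSO yeast wells and 100% = minimal medium wells without yeast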
# GRIN3A LBD mod: modulates the human NR3A ligand-binding domain; AID 1259313; NR3A LBD differential scanning fluorimetry, Tm shift; 0% = protein alone, 100% = glycine-bound protein; 340,000 tested, 2.5% active; Tm shift relative to glycine control, % at 25 µM;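 active = melting temperature shift of at least 10% of the positive control shift, at one fixed dose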
# tim10-1 inh: growth inhibitors of tim10-1 mutant yeast; 330,000 tested, 2.2% active; S. cerevisiae tim10-1 ts strain growth, BacTiter-Glo, 24 h; AID 463190; inhibition, % at 20 µM;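 active = inhibition of at least 40%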;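 also: mutant grown at 25 °C; 0% = DMSO wells with yeast and 100% = wells holding no yeast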
# NLRP3 yeast inh: NALP3 inhibition in yeast | Yeast reconstituted NLRP3/ASC/caspase-1, beta-gal luminescence, 24 h | inhibition, % at 10 µM | 330,000 tested, 0.39% active;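 active = inhibition of 50% or more; inactive = inhibition below 50%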;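 also: plate controls were induced DMSO wells for no effect and uninduced yeast grown without galactose for full effect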
# UPR CHOP act: activators of apoptotic arm of unfolded protein response (CHOP). 330,000 tested, 0.34% active. activation, % at 10 µM. AID 449763. CHO-CHOP luciferase reporter, UPR activation, luminescence; percent of tunicamycin response over DMSO baseline;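 active = at 10 µM dose, activation of 40% or more, normalized to positive control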;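 also: 100% = tunicamycin at 10 µg/mL and 0% = DMSO alone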
#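 System: CHO-CHOP luciferase reporter cell line; amount: 500 cells/well; buffer or medium: F12 medium containing 10% fetal bovine serum; incubation: 6 h compound exposure at 37 °C after overnight seeding; measured by: luciferase luminescence after 10 min with Steady-Glo reagent; evaluation: % reporter activation, DMSO baseline versus tunicamycin full activation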
# UPR XBP1 act: activators of adaptive arm of unfolded protein response (XBP1); 330,000 tested, 0.33% active; activation, % at 20 µM; CHO-XBP1 luciferase reporter, IRE1-XBP1 UPR activation, luminescence; percent of tunicamycin response, DMSO as zero; AID 463104;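 active = versus positive control, 20 µM dose yields 30% or more activation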;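 also: 100% = tunicamycin at 10 µg/mL and 0% = DMSO only wells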
#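 Material – CHO cell line with stable XBP1 luciferase reporter · Buffer or medium – F12 plus 10% FBS · Compound – single point, 20 µM final compound, 1% DMSO · Schedule – 16-18 h cell attachment at 37 °C, then 6 h compound exposure · Signal – Steady-Glo luminescence read · Benchmarks – high control tunicamycin 10 µg/mL final, low control DMSO vehicle only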
# Mdm2-MdmX inh: inhibitors of human Mdm2/MdmX interaction; O15151+Q00987; inhibition, % at 8 µM; SaOS-2 split-luciferase Mdm2/MdmX complementation, luminescence; AID 485346; 330,000 tested, 3% active;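 active = inhibition of at least 50% at 8 µM in the primary screen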
# APJ ag: agonists of human APJ apelin receptor. P35414. CHO-K1 APJ PathHunter beta-arrestin, luminescence; 0% DMSO wells, 100% apelin. activation, % at 20 µM. 330,000 tested, 0.11% active. AID 2520;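 active = activation more than six SD over the plate average, tested at 20 µM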;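 also: 0% = DMSO alone and 100% = apelin-13 at 10 nM; some results filed as inactive read as strong as hits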
# Target sequence (P35414 whole entry, looked up): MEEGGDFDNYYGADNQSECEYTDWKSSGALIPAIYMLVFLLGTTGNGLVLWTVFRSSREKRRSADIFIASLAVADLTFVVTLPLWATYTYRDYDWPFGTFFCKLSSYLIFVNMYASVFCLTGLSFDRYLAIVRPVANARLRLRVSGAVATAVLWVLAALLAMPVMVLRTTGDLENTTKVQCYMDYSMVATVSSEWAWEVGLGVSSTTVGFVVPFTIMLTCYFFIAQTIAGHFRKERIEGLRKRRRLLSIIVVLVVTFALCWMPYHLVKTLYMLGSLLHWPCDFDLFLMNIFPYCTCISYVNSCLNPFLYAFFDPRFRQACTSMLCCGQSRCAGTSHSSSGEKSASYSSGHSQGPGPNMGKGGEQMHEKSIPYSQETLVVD
#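 Test system: CHO-K1 APJ beta-arrestin complementation cell line | Compound: Single test compound dose, 20 µM final, 1% DMSO | Incubation: Compound 90 min 25 °C, reagent 1 h | Measured by: beta-gal luminescence | Read-out basis: APJ–arrestin association signal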
# Starred values were filed as active, the others as inactive; . = no result given.
SMILES,tim23-1 inh,TIM10 inh,GRIN3A LBD mod,tim10-1 inh,NLRP3 yeast inh,UPR CHOP act,UPR XBP1 act,Mdm2-MdmX inh,APJ ag
CCOc1ccc(CCNC(=O)c2cn(C)c3ccc(S(=O)(=O)N4CCOCC4)cc3c2=O)cc1OCC,-3,7,2,-1,3,1.0,0,5,0
O=C(CCC(=O)N1CCN(C2CCCCC2)CC1)Nc1nnc(C(F)(F)F)s1,-7,4,-1,-12,-7,-0.1,-3,-5,-4
O=C(Cc1ccc(-n2c(=O)[nH]c3ccccc3c2=O)cc1)N1CCN(c2ccccc2)CC1,7,4,-3,10,-1,2.2,0,16,4
COc1cc(/C=N/NC(=O)c2ccncc2)ccc1OC(=O)c1cccc(F)c1,7,7,-1,5,0,0.6,-4,6,23
CCn1c(SCC(=O)O)nnc1-c1cc2c(C)nn(-c3ccccc3)c2s1,13,5,-1,4,15,-1.4,-2,-2,-4
CC(C)[C@@H](CO)N(C)S(=O)(=O)c1ccccc1Br,32,-4,11*,16,.,2.1,1,17,.
O=C(CNC(=O)c1ccc(Br)o1)NCc1ccc2c(c1)OCO2,-13,-18,-2,-10,3,-3.4,-1,21,0
Nc1ccccc1C(=O)N1O[C@@H]2C=C[C@H]1CC2,19,-8,3,0,.,3.4,0,27,.
COc1ccc(O)c(/C=N/NC(=O)c2c(C)nnn2-c2nonc2N)c1,-23,-11,8,-26,-8,-1.4,1,33,-1
COc1ccccc1CN1CC(C(=O)NCc2cc(C)on2)CCC1=O (stereo unspecified),0,-6,0,-6,12,1.1,0,-3,-4
COc1ccccc1CN1CC(C(=O)NCc2nccn2C)CCC1=O (stereo unspecified),-5,-1,-3,-4,1,1.7,-3,9,-4
COc1cccc(/C=C/C(=O)OCC(=O)c2ccccc2)c1OC,20,3,2,-4,4,5.0,-3,-8,0
CC1CCCCN1CCNC(=O)c1ccc2c(=O)n(CCc3ccccc3)c(=O)[nH]c2c1 (stereo unspecified),0,-10,-4,9,5,3.3,0,45,0
C#CCOCCOCCOCCNc1nc(N2CCN(C(=O)CCCCCCCCCCNC(=O)[C@H](CCCCN)n3cc(CCO)nn3)CC2)nc(N2CCN(C(=O)CCCCCCCCCCNC(=O)[C@@H]([C@H](C)O)n3cc(C)nn3)CC2)n1,27,0,4,24,9,0.8,1,0,-4
Cc1ccccc1OCC(=O)NNC(=S)NC(=O)c1ccco1,-30,18,0,6,30,-0.1,0,8,0
COc1ccc(C(=O)N2CCN(c3ccccc3)CC2)cc1S(=O)(=O)NC1CC1,20,-3,1,8,12,4.6,2,11,-4
Cc1ccc(S(=O)(=O)N2CCC(C(=O)OCC(=O)N3CC(=O)Nc4ccccc43)CC2)cc1,15,18,0,17,-21,-0.5,-1,12,-3
O=C(Nc1ccc2oc(-c3ccc4ccccc4c3)nc2c1)c1ccc2c(c1)OCCO2,8,-1,10*,9,0,40*,200*,80*,-1
CCCCNC(=O)CN(c1cccc(Br)c1)S(C)(=O)=O,-2,-18,-1,-1,17,2.1,-2,10,-5
NC(=O)C(=O)NCCCN1CCOCC1,-1,0,1,7,-7,0.4,-2,18,-1
CC(=O)N1CCN(c2ccc(NCc3ccc(-c4cccc(Cl)c4)o3)cc2)CC1,38,2,-30,7,21,0.9,-4,23,5
COc1c(C)cc(Br)cc1C(=O)Nc1cccc(NC(=O)c2ccco2)c1,42,36,-4,42*,26,-1.7,1,8,-3
COc1cccc(C(=O)Nc2ccc(NC(=O)C3CC=CCC3C(=O)O)cc2)c1 (stereo unspecified),-2,4,0,-3,2,0.5,0,-16,-2
O=C(O)Cn1cc(C(=S)N2CCCCC2)c2ccccc21,13,-10,1,-6,21,-1.4,-3,-9,-2
O=C(Cn1ncc2c3ccccc3n(Cc3ccccc3)c2c1=O)NCCCN1CCOCC1,-21,-10,-2,-5,3,0.6,-3,15,-1
CC(Oc1ccc(Cl)cc1Cl)C(=O)Nn1cnnc1 (stereo unspecified),-2,-4,1,10,16,-0.3,0,3,-4
CN(CC(O)COc1ccccc1F)C1CCCCC1 (stereo unspecified),3,-12,-2,-13,28,-1.1,-1,-9,-1
Cc1ccc(C(=O)N/C(=C\c2ccc(C(C)C)cc2)C(=O)NCCCN2CCOCC2)cc1,-2,15,-12,-4,7,-0.4,-2,15,-3
Cc1cccc(N2CCN(C(=O)C3CCN(c4ncnc5c4nc4n5CCCCC4)CC3)CC2)c1C,39,29,0,56*,7,3.3,-2,36,11
O=C(CC1c2ccccc2Oc2ccccc21)N1CCN(c2ccccn2)CC1,37,29,1,-2,7,-0.6,-1,1,-4
CCCNC(=O)COc1coc(CN2CCN(c3ccc(F)cc3)CC2)cc1=O,3,0,3,-2,-7,0.6,-5,18,4
CCN(CC)S(=O)(=O)c1ccc(/C=C/C(=O)O)cc1,13,-10,-2,14,-3,-1.0,-1,15,1
O=C(c1ccc(C(F)(F)F)cc1)N1CCC(=O)N(C(COCc2ccc(Cl)cc2)Cc2ccccc2)CC1 (stereo unspecified),-4,3,-31,23,-3,-0.3,0,32,6
COc1cccc(-c2nc(NC3CCCC3)c3ccccc3n2)c1O,49,-13,1,36,-3,-0.6,15,35,-1
Cc1cc(NC(=O)CCC(=O)N(Cc2ccco2)C2(C(=O)NC3CCCCC3)CCCC(C)C2)no1 (stereo unspecified),14,-10,0,9,3,1.0,-3,-6,-3
Cc1cc(NC(=O)CCC(=O)N(Cc2ccco2)C2(C(=O)NC3CCCC3)CCC(C)CC2)no1 (stereo unspecified),10,-10,-1,-7,-4,-1.3,4,-1,1
CCOc1ccc2oc(C(=O)N3CCCN(C)CC3)c(C)c2c1,12,4,2,7,4,0.3,-3,19,-2
CC1=NN(C(=O)CCCc2ccccc2)C(O)(C(F)(F)F)C1 (stereo unspecified),10,21,1,15,-2,-0.3,-3,11,1
COc1ccc(/C=C2\SC(=S)N(CCCC(=O)NNC(=O)c3ccccc3O)C2=O)cc1,-38,-29,6,-23,14,-8.3,-10,57*,-4
COc1ccc(/C=C/C(=O)NCC(=O)n2nc(C)cc2C)cc1,2,8,-1,-4,13,-0.3,0,8,0
COc1ccc(C(=O)CC(=O)C(=O)Nc2cccc(C(C)=O)c2)cc1,15,-8,-11,15,19,0.1,1,-12,0
CCc1nnc(NC(=O)C2Cc3ccccc3CN2S(=O)(=O)CC)s1 (stereo unspecified),4,-30,-1,15,2,3.9,-1,20,-1
O=C(NCc1ccco1)c1ccc([N+](=O)[O-])cc1Cl,0,7,3,11,20,0.2,0,13,1
Cc1ccc(-n2ncc3c2CC(C)(C)CC3NC(=O)CN2CCCC2=O)cc1 (stereo unspecified),5,2,1,10,9,1.3,-2,-14,-4
CCn1cc(/C=N/N=C2\CCC3C4CCc5cc(O)ccc5C4CC[C@]23C)c(C)n1 (stereo partly specified),26,1,-8,14,28,8.3,-2,38,8

# Record cards, as listed above. Order of screens: tim23-1 inh | TIM10 inh | GRIN3A LBD mod | tim10-1 inh | NLRP3 yeast inh | UPR CHOP act | UPR XBP1 act | Mdm2-MdmX inh | APJ ag
# `O=C(NCc1ccco1)c1ccc([N+](=O)[O-])cc1Cl` across the screens: 0 | 7 | 3 | 11 | 20 | 0.2 | 0 | 13 | 1
# `O=C(c1ccc(C(F)(F)F)cc1)N1CCC(=O)N(C(COCc2ccc(Cl)cc2)Cc2ccccc2)CC1` (stereo unspecified) across the screens: -4 | 3 | -31 | 23 | -3 | -0.3 | 0 | 32 | 6
# `COc1cccc(-c2nc(NC3CCCC3)c3ccccc3n2)c1O` across the screens: 49 | -13 | 1 | 36 | -3 | -0.6 | 15 | 35 | -1
# `Cc1cc(NC(=O)CCC(=O)N(Cc2ccco2)C2(C(=O)NC3CCCCC3)CCCC(C)C2)no1` (stereo unspecified) across the screens: 14 | -10 | 0 | 9 | 3 | 1.0 | -3 | -6 | -3
# `CCCNC(=O)COc1coc(CN2CCN(c3ccc(F)cc3)CC2)cc1=O` across the screens: 3 | 0 | 3 | -2 | -7 | 0.6 | -5 | 18 | 4

# The listing continues.
SMILES,tim23-1 inh,TIM10 inh,GRIN3A LBD mod,tim10-1 inh,NLRP3 yeast inh,UPR CHOP act,UPR XBP1 act,Mdm2-MdmX inh,APJ ag
CC(C)CC(=O)Nc1nnc(SCC(=O)NCc2ccc3c(c2)OCO3)s1,-2,-11,0,7,2,-0.3,-2,8,1
c1ccc(OCc2nn3c(-c4ccncc4)nnc3s2)cc1,12,-3,-2,26,18,0.6,4,20,-6
Cc1ccc(CN2CCCOCCS2(=O)=O)cc1,24,7,-2,8,9,0.0,-3,3,10
CC1(C)CC(=O)C2=C(C1)NC(=O)CC2c1ccc(F)cc1 (stereo unspecified),12,11,0,1,6,0.4,-5,-14,-2
COc1ccc(S(=O)(=O)N2CCOCC2)cc1NC(=O)COc1ccccc1OC,1,6,0,3,5,2.6,-1,18,5
CCOC(=O)N1CCN(CC(=O)Nc2ccc([N+](=O)[O-])cc2C(=O)Nc2ccccc2F)CC1,22,37,-1,28,-1,-1.4,0,33,2
FC(F)(F)Oc1ccc(Nc2nc(N3CCOCC3)nc(N3CCOCC3)n2)cc1,-6,-13,-1,-9,31,0.8,-2,26,-4
CCC(=O)NC(c1ccc(N(C)C)cc1)c1c(O)ccc2ccccc12 (stereo unspecified),23,8,1,18,9,0.5,-3,17,-7
COc1cc(C2C(C#N)=C(N)OC3=C2C(=O)CC(C)(C)C3)ccc1OC(=O)N1CCOCC1 (stereo unspecified),7,-7,1,-9,6,0.4,-2,24,7
CCNC(=O)CCS(=O)(=O)c1ccc2ccccc2c1,-2,-2,0,10,-1,-0.2,-1,-20,1
CCC(C)Oc1ccc(C(=O)Nc2ccc(CN3CCOCC3)cc2)cc1 (stereo unspecified),24,-27,-1,-12,13,2.8,-3,3,-3
COc1ccc(-c2c(C#Cc3ccsc3)c3cc(-c4ccc5c(c4)OCCO5)ccc3n2C)cc1,8,-8,0,5,10,0.3,0,16,1
O=C(COC(=O)c1ccc[n+]([O-])c1)Nc1ccc(Cl)cc1[N+](=O)[O-],1,-8,-3,5,17,0.0,-3,-22,2
O=C(c1ccccc1)N1CCN(c2ccc(Cl)cc2)CC1,31,19,-1,19,11,2.3,-4,-7,-3
CCOc1cc2[nH]c(=O)n(CCC(=O)NCc3ccc(OC)cc3)c(=O)c2cc1OCC,-10,8,3,9,1,0.1,0,0,-2
C/C(CC1CC2=C(CC1(C)C)C(C)(C)CCC2)=N\NC(N)=S (stereo unspecified),46,28,-45,16,48,57*,25,51*,-8
CCCCC(=O)Nc1cccc(NC(=S)NC(=O)C(C)C)c1,30,23,0,28,-8,1.3,-1,15,-3
Cc1ccc(NC(=O)c2ncn(CC(=O)N3CCN(c4ccccn4)CC3)n2)cc1C,23,-10,2,-6,.,3.6,5,17,.

# High-throughput results deposited in PubChem by Sanford-Burnham Center for Chemical Genomics.
